Bioassay records: PubChem BioAssay, National Center for Advancing Translational Sciences (NCATS)
Vif-APOBEC3F blk: blocks the Vif interaction with APOBEC3F; Potency, µM (doses to about 46.1 µM), without a hit: top-dose activity, negative = active; AID 602313; HeLa A3F-eYFP + Vif (tagged APOBEC3F with the HIV-1 protein that degrades it), YFP fluorescence increase; 0.2% of 390,000 active; further: potency means the concentration at half of the fitted maximal effect; % of control where 0% means no effect; nearly all actives have a fitted effect of over 65% in size
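HeLa cells stably expressing Vif plus C-terminally eYFP-tagged A3F were seeded, incubated overnight at 37 deg C, dosed with compound, incubated overnight again at 37 deg C. Yellow fluorescence (Ex 488/Em 500-530) reported blocked Vif-mediated A3F-eYFP degradation.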
LDHA block: blocks human lactate dehydrogenase A; purified LDHA, NADH/diaphorase-resazurin fluorescence; hits give low values; AID 1347041; 0.15% of 480,000 active; activity change, % (values are at about 110 or 230 µM); P00338; in the data active means activity change below about -30%; inconclusive means mostly about -25% to -30%;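 further: plate controls were DMSO wells for no effect and wells without enzyme for full effect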
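Human LDH5 at 2 nM final in Tris HCl pH 7.4 with 0.06 mM NADH and 0.2 mM pyruvate, reacted 5 minutes at room temperature. Remaining NADH coupled via diaphorase/resazurin; resorufin fluorescence read at 0 and 20 minutes, normalized to enzyme-free and DMSO wells.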
Glioma ERSR ind: inducers of ER stress response in human glioma cells | AID 602332 | U87-MG GRP78 promoter luciferase reporter, 16 h | Potency, µM, for the others: at the top dose activation, hits mostly activators | 0.02% of 420,000 active; further: potency means the concentration at half of the fitted maximal effect; series mostly up to about 76 µM; % of control where 0% means no effect; nearly all actives have a fitted effect of over 35% in size
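ERSR induction read as luciferase luminescence (Bright-Glo, 10 min at room temperature) in stably transfected human U87-MG glioma cells exposed to compounds for 16 h, using GRP78 as sensor.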
IDH1 R132H inh: blocks human mutant IDH1 R132H enzyme | Potency, µM (titrated, usually from 76.6 µM), without a hit: at the highest dose activity change, negative = inhibition, usual class: inhibitors | O75874 | IDH1-R132H enzyme, NADPH consumption, diaphorase/resazurin fluorescence | 0.093% of 390,000 active; further: potency means the concentration at half of the fitted maximal effect; on the % scale 0 is the no-effect control and ±100 the full control effect; nearly all actives have a fitted effect of over 65% in size
Target sequence (O75874 whole entry R132H, stated change not applied): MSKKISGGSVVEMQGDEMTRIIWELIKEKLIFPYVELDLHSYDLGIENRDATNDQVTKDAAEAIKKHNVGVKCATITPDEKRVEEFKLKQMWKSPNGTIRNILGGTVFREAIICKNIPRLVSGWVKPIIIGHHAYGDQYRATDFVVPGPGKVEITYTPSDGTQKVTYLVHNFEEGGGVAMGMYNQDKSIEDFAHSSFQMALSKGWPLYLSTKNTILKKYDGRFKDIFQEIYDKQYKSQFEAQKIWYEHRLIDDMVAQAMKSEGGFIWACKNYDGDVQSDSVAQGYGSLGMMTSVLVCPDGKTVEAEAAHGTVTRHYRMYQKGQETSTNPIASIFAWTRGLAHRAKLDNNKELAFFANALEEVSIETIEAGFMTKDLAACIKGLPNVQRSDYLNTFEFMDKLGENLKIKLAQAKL
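IDH1-R132H (0.5 ug/mL) preincubated 30 min with compound, then NADPH (0.016 mM) and alpha-KG (2 mM) added; 80 min at RT, pH 7.5. Remaining NADPH coupled via diaphorase/resazurin to fluorescence (540/590 nm); concentration-response curves normalized to no-enzyme control.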
TrxR1 substrate: is turned over as a substrate by rat TrxR1 | purified TrxR1 substrate turnover, NADPH consumption readout | Potency, µM (highest dose often 114 µM), without a hit: top-dose activity change, negative = substrate turnover | 0.01% of 390,000 active | AID 588456; further: potency means the concentration at half of the fitted maximal effect; on the % scale 0 is the no-effect control and ±100 the full control effect; nearly all actives have a fitted effect of over 50% in size
Target sequence (O89049 whole entry, looked up): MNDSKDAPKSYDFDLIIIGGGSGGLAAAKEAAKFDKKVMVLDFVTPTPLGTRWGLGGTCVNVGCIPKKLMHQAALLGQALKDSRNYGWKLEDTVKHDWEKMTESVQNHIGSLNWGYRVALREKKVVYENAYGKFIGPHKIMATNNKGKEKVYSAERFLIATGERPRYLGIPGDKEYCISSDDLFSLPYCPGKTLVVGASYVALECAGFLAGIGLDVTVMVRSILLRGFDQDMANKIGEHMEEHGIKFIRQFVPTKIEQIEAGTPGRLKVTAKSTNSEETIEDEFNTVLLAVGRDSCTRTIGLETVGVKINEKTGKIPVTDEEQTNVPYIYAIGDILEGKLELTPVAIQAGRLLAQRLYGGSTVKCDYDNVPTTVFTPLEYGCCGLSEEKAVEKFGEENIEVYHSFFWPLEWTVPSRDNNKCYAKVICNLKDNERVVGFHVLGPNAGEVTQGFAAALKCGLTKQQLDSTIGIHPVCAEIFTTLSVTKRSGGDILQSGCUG
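Rat TrxR1, dispensed at 90 nM, was prereduced with 400 uM NADPH (final) for 5 min at ~22 deg C, then incubated with compound 15 min before 400 uM selenite. A first-read NADPH fluorescence drop versus no-compound background flagged substrates.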
PI4K2A block: inhibitors of human PI4K2A | Q9BTU6 | purified PI4K2A, ADP-Glo luminescence, 1 h; hits give low values | activity change, negative = inhibition, % at 76.9 µM | 0.13% of 420,000 active; in the data active means activity change below about -50%; inconclusive means mostly about -30% to -49%;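 further: -100% = wells without enzyme as full effect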
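In this quantitative HTS, ADP production by PI4K2A was quantified luminescently after 1 h at ambient temperature; 100 microM adenosine served as plate-quality control.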
Vif-APOBEC3G blk: blocks the Vif interaction with human APOBEC3G; Potency, µM (doses to about 46.1 µM), for inactives: top-dose activity, negative = active, most hits filed as inhibitors; 0.076% of 410,000 active; AID 602310; HeLa A3G-eYFP + Vif (tagged APOBEC3G with the HIV-1 protein that degrades it), YFP fluorescence, overnight;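 further: potency means the concentration at half of the fitted maximal effect; on the % scale 0 is the no-effect control and ±100 the full control effect; nearly all actives have a fitted effect of over 60% in size; hits raise eYFP signal because A3G escapes Vif-driven loss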
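HeLa cells stably expressing Vif and C-terminally eYFP-tagged A3G, seeded overnight at 37 deg C, then exposed to compound by pintool overnight at 37 deg C. Rise in yellow fluorescence (Ex 488/Em 500-530, Acumen) marks blocked Vif-driven A3G degradation.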
USP1-UAF1 inh: blocks the human USP1/UAF1 deubiquitinase complex | recombinant USP1/UAF1, Ub-Rhodamine cleavage fluorescence | Potency, µM (series often up to 57.1 µM), inactives show at the highest dose activity change, negative = inhibition, most hits filed as inhibitors | 0.23% of 390,000 active | AID 743255; further: potency means the concentration at half of the fitted maximal effect; on the % scale 0 is the no-effect control and ±100 the full control effect; nearly all actives have a fitted effect of over 60% in size; inactives centre near -12
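In this screen, compounds sit with the deubiquitinase complex (1nM) for 15 min at room temperature before Ub-Rho is added at 150nM final. Fluorescence rise is then followed for 6 reads every 60 seconds.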
RXFP1 ag: activates the human relaxin receptor RXFP1 | HEK293T-RXFP1 cAMP TR-FRET, 30 min; response scale: percent of porcine relaxin response, buffer zero | 0.3% of 370,000 active | Q9HBX9 | Potency, µM (highest dose often 57.5 µM), for inactives: at the top dose activation, actives largely listed as activators | AID 2676; further: potency means the concentration at half of the fitted maximal effect; on the % scale 0 is the no-effect control and ±100 the full control effect; nearly all actives have a fitted effect of over 60% in size; many of its hits are not listed in these tables
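HEK293 cells stably expressing RXFP1, treated 30 min at 37C with compounds plus PDE4 inhibitor Ro 20174; cAMP measured by HTRF TR-FRET. Normalized to buffer and 29 nM porcine relaxin; EC50 by Hill fit.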
An asterisk follows results filed as active; ? = inconclusive; · = not tested or not shown; & = joins results of further samples; [ ] = remark or other dose. Unless noted, the call rests on the fitted dose curve; in most records, active means well fitted curve in the direction sought with a large enough effect; inconclusive means small, poorly fitted or top-dose-only effect, or another doubt; inactive means no such curve, though single readings can be large; an effect the other way counts as inactive or inconclusive.

SMILES	Vif-APOBEC3F blk	LDHA block	Glioma ERSR ind	IDH1 R132H inh	TrxR1 substrate	PI4K2A block	Vif-APOBEC3G blk	USP1-UAF1 inh	RXFP1 ag
COc1ccc(CNC(=O)C2(C)Cc3ccccc3C(=O)O2)cc1 (configuration not stated)	5%	-7	-3%	1%	3%	-3	1%	-16%	-0.8%
COc1ccc(NC(=O)CSc2ccc3c4c(cccc24)C(=O)c2ccccc2-3)cc1	11µM*	-5	-1%	-3%	-2%	-1	?	25µM*	3.0%
COc1ccccc1N1CCN(S(=O)(=O)c2ccc3c(c2)NC(=O)CS3)CC1	7%	2	-4%	3%	0%	1	-4%	-14%	-0.4%
O=C(CSc1cccc2cccc(Cl)c12)NCc1cccs1	-11%	22&2	-2%	19%	6%	-5	1%	-11%	0.2%
Cc1nnc(NC(=O)CSc2nnc(C)c(=O)n2N)s1	-20%	-17	0%	-5%	-7%	2	7%	-16%	9.8%
C=CCOC(=O)C1=C(C)OC(N)=C(C#N)C1c1ccc2c(c1)OCO2 (configuration not stated)	-13%	1	-3%	2%	8%[57.1 µM]	10	0%	-19%	-0.9%
CCOc1ccc2[nH]c(=O)c(CN(CC3COCCO3)C(=O)c3ccc(C)cc3)cc2c1 (configuration not stated)	8%	-4	-2%	8%	21%	-5	5%	-8%	1.7%
O=C(Nc1cc(Sc2ccccn2)cc([N+](=O)[O-])c1)c1cccc(F)c1	0%	-4	-2%	2%	6%	3	-9%	-26%	2.4%
Cc1ccc(C(=O)c2cc([N+](=O)[O-])ccc2N2CC(C)OC(C)C2)cc1 (configuration not stated)	-4%	5	4%	12%	-11%	-4	?	-24%	1.3%
O=C(c1ccc2c(=O)n(Cc3ccccc3Cl)c(=S)[nH]c2c1)N1CCOCC1	-10%	-7	-2%	3%	5%	-1	8%	-15%	5.0%
COc1ccccc1OCCNC(=O)c1ccc(C)o1	16%	-3	7%	-9%	4%	3	-2%	3%	-0.3%
O=C(CN(CC1CCCO1)C(=O)CCC(=O)Nc1nccs1)NCc1ccc2c(c1)OCO2 (configuration not stated)	4%	-5	-2%	1%	-4%	-4	-7%	-20%	0.5%
CCN(CC)S(=O)(=O)c1ccc(-c2nnc(SCC(=O)N3CCc4ccccc43)o2)cc1	-1%	-8	-2%	1%	7%	-4	2%	-6%	2.5%
C[C@H](O)[C@@H]1C(=O)N2CCc3ccc(-c4cccc(F)c4)cc3[C@@H]2C[C@@H]1N(C)C(=O)C(C)(C)C	-1%	-4	-1%	10%[38.3 µM]	1%	2	?	-10%	·
Cc1ccc2nc3c(cc(C(=O)NCCc4ccccc4)c(=N)n3CC3CCCO3)c(=O)n2c1 (configuration not stated)	?	-2	-1%	-16%	871%[activator]	1	4%	-12%	11%
Cc1ccc(C(=O)N(C)CCOc2ccccc2)cc1S(=O)(=O)N1CCCCC1	10%	1	-2%	-3%	-6%	1	0%	-16%	-0.6%
Cc1cc(C)cc(Oc2c(C(F)(F)F)oc3cc(OCC(=O)NC4CCCCC4)ccc3c2=O)c1	·	-9	·	·	-4%	10	·	?	-0.3%
Cc1ccc2c(c1)c(C)cc[n+]2Cc1ccccc1	5%	7	-5%	4%	14%	-2	0%	-18%	0.6%
Cc1c(C=NNC(=O)c2ccc(Br)cc2)c2ccccn2c1C(=O)c1ccncc1	-14%	-7	-2%	-9%	-1%	1	2%	-18%	·
O=C(O)c1ccc(N/N=C/c2cccc3nccnc23)cc1	1%	-4	1%	1%	-14%	-3	2%	-21%	5.6%
O=[N+]([O-])c1ccc(C2CN=C(Nc3ccccc3)S2)cc1 (configuration not stated)	-6%	0	-1%	-1%	4%	3	-6%	-16%	0.3%
C=CCN(Cc1cccs1)C(=O)CN1CCN(S(=O)(=O)c2ccc3c(c2)OCCCO3)CC1	-1%	1	5%	13%	3%	-1	3%	-11%	2.5%
O=C(/C=C/c1c[nH]c2ccccc12)c1cccc2ccccc12	-26%	1	7%	-1%	-3%	1	-26%	-23%	2.4%
COCCn1c(C)cc(/C=N/NC(=O)c2cc3ccccc3cc2O)c1C	-25%	4	0%	0%	-10%	-2	2%	?	2.4%
COc1ccc(C(=O)c2c(C)oc3ccc(O)cc23)c(OC)c1	-14%	-1	-3%	24%	1%	3	-7%	-10%	-1.8%
CCCCN(CCCC)c1ccc(C=Nc2ccc(/C=C/c3ccnc4ccccc34)cc2)cc1C	·	2	-4%	·	-12%	·	-19%	·	·
COc1ccccc1N1CCN(/N=C\C(Br)=C\c2ccccc2)CC1	-5%	-2	-3%	-22%	-4%	-9	-26%	-19%	-4.3%
CCn1c(=O)n(CC)c2cc(N3CCCCC3)c(NC(=O)Nc3cc(C)cc(C)c3)cc21	0%	10	-2%	-6%	-2%[57.1 µM]	3	-4%	-25%	-2.6%
Cc1ccc(OCC(O)CN2CCN(CC(O)COc3ccc(C)cc3)CC2)cc1 (configuration not stated)	1%	-2	-5%	8%	-3%	-6	-6%	-8%	2.4%
O=C(c1ccc(NS(=O)(=O)c2ccc(F)cc2)cc1)N1CCCCCC1	-18%	2	-2%	-1%	-4%[57.1 µM]	3	0%	-4%	3.2%
C=CCOc1ccc(C=Nc2ccc(C)c(Cl)c2)c(O)c1	2%	0	-5%	3%	-7%	0	0%	-22%	6.8%
Cc1cccc(OC(=O)Cn2c(C(F)(F)F)nc3ccccc32)c1	1%	-4	-4%	-4%	4%[57.1 µM]	0	-4%	-23%	2.5%
COC(=O)c1ccc(CSc2nnc(CNC(=O)c3ccccc3F)o2)o1	·	-2	-2%	4%	8%	7	-4%	-11%	2.7%
Cc1ccc(NC(=O)CSc2nc3ncccc3[nH]2)cc1F	-20%	0	3%	0%	-5%	-4	-2%	-5%	5.9%
CCOC(=O)c1c(C)n(C)c2ccc(OC)c(NC(=O)CN3CCN(C(=O)c4ccco4)CC3)c12	-10%	11	-3%	3%	-3%[57.1 µM]	-5	0%	-10%	2.0%
CCOC(=O)c1cc(-c2ccccc2)nn1CCC#N	16%	-2	0%	-3%	-3%	1	-5%	-24%	-2.9%
O=C(CSc1nc2ccccc2c(=O)[nH]1)Nc1ccc(S(=O)(=O)N2CCCC2)cc1	-8%	-12	1%	4%	1%[57.1 µM]	-10	0%	-16%	-0.6%
O=C(CCC1N=C2c3ccccc3N=C(SCC(=O)NCC3CCCO3)N2C1=O)NCc1ccc(F)cc1 (configuration not stated)	6%	1	-3%	11%	17%	4	2%	-19%	29%
CC(=O)NC12CC3CC(C)(C1)CC(NC(C)=O)(C3)C2	-18%	-16	-3%	0%	9%	1	0%	-1%	-2.2%
C/C(=N\NC(=S)NC1CCCCC1)c1ccccc1	-11%	-2	3%	-1%	-8%	-6	2%	-24%	1.1%
CCc1c(C)nc(SCc2nc(-c3ccccc3C)no2)[nH]c1=O	0%	-3	-3%	14%	-3%[57.1 µM]	-6	2%	5%	13%
COc1ccccc1/C=C(/C(=O)OCC(=O)NCc1ccccc1)c1ccccc1	-7%	-1	-6%	6%	-2%	1	0%	-20%	1.0%
O=S(=O)(c1ccccc1)c1nc(-c2ccccc2Cl)oc1NCCN1CCOCC1	6%	7	-3%	8%	7%	2	-6%	-3%	0.1%
Cn1nccc1NS(=O)(=O)c1ccc(F)cc1	7%	-2	-3%	5%	-9%[57.1 µM]	1	1%	-10%	3.9%
CC(=O)OC(C(=O)NC1CCCCC1)c1ccccc1F (configuration not stated)	3%	-5	2%	-3%	-2%	-4	5%	-3%	-3.3%
OC(CN1CCN(c2cccc(Cl)c2)CC1)c1ccccc1 (configuration not stated)	-21%	-1	-3%	-6%	-4%	-2	-6%	-4%	1.7%
CCOC(=O)CCCc1ccc(/C(C)=N/NC(=S)NC)cc1	?	-4	-5%	-4%	-5%	0	-2%	-14%	0.4%
CC(C)(C)OC(=O)N1CCC(c2c(C(=O)N3CCN(c4ncccn4)CC3)cnn2-c2cccc(F)c2)CC1	-10%	-5	-3%	-17%	6%	-3	0%	5%	11%
[N-]=[N+]=CC(=O)CNC(=O)[C@@H](Cc1ccccc1)N1C(=O)c2ccccc2C1=O	1%	1	-7%	7%	-8%	-2	-1%	-5%	1.6%
CC(=O)Nc1ccc2nc(NC(=O)CS(=O)(=O)c3ccc(C)cc3)sc2c1	-3%	-18	0%	-10%	-5%[57.1 µM]	-10	-7%	-22%	3.5%
Cc1c(Cl)cnc(NC(=O)COC(=O)c2ccc3ncsc3c2)c1Cl	-6%	-3	-14%	-3%	-2%	-5	-10%	-10%	3.2%
Fc1cc(Br)ccc1NC(=S)Nc1ccccc1	2%	-4	4%	1%	-8%	2	1%	-10%	0.7%
O=C(COc1ccc(Cl)cc1)NCc1nnc(SCC(=O)N2CCCCCC2)o1	-10%	-3	-3%	12%	4%	1	0%	-13%	1.8%

Look-ups from the results shown:
Vif-APOBEC3G blk with O=C(CSc1cccc2cccc(Cl)c12)NCc1cccs1 is entered as 1%
RXFP1 ag with Cc1ccc(C(=O)N(C)CCOc2ccccc2)cc1S(=O)(=O)N1CCCCC1 is entered as -0.6%

Not all compounds are listed; rates above refer to the full screens.
